Pf growth 48h – P. falciparum growth inhibition at 48 hours (one generation); P. falciparum luciferase growth in erythrocytes, 48 h; Potency, µM (titrated, usually from 28.7 µM), inactives show at the highest dose activity change, negative = inhibition, usual class: inhibitors; hit rate 5.9% among 310,000; AID 504832; further: potency means the concentration at half of the fitted maximal effect; on the % scale 0 is the no-effect control and ±100 the full control effect
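Growth was read as firefly luciferase luminescence after a 48 h, 37 C, 5% CO2 exposure of compounds to reporter-bearing P. falciparum cultures (0.1% parasitemia, 2% hematocrit final) in Albumax-supplemented RPMI 1640.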
Shiga toxin inh – inhibitors of Shiga toxin in Vero cells | Vero cells, Shiga toxin protein synthesis inhibition reporter | inhibition, % at 38.7 µM | hit rate 9.2% among 290,000; in the data active means inhibition mostly above about 28%, no sharp cut-off; inactive means mostly below about 43%; further: 0% is about no effect
Tb PYK inh – blocks Trypanosoma brucei pyruvate kinase; AID 624173; TbPYK enzyme, Kinase-Glo Plus ATP luminescence, 45 min; hit rate 0.12% among 410,000; Q57TT1; Potency, µM (highest dose often 76.8 µM), without a hit: top-dose activity, negative = inhibition, usual class: inhibitors; further: potency means the concentration at half of the fitted maximal effect; on the % scale 0 is the no-effect control and ±100 the full control effect; nearly all actives have a fitted effect of over 50% in size
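Readout: single end-point luminescence (Kinase-Glo Plus, 10 min). Reaction conditions were TbPYK/substrate plus 130 uM ADP, 45 min at RT, pH 7.2 TEA buffer. No-enzyme wells served as controls, and data were normalized before concentration-response fitting.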
HCV inh – HCV inhibition. Huh7.5.1 HCVcc-Cre infection, luciferase reporter, 44 h. AID 651820. Potency, µM (doses to about 41.8 µM), for the others: at the top dose activity change, negative = inhibition, usual class: inhibitors. hit rate 3.4% among 340,000; further: potency means the concentration at half of the fitted maximal effect; on the % scale 0 is the no-effect control and ±100 the full control effect
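HCVcc-Cre virus at an moi near 0.5 was added right after compound to cells cultured 4 h from seeding (1,000 cells/well). Luciferase activity was determined 44 h later, 15 min after substrate addition at RT.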
CHX counter – counter-screen for Shiga toxin inhibitors: cycloheximide protein synthesis inhibition. cell reporter, cycloheximide protein synthesis inhibition counterscreen. max response, %. hit rate 12% among 300,000; in the data active means max response mostly above about 13%, no sharp cut-off; inactive means mostly below about 14%; further: read at 38.3 µM for the half of the compounds with a filed dose; 0% is about no effect
Pf growth 96h – P. falciparum growth inhibition at 96 hour, primary screen for plastid delayed-death inhibitors | P. falciparum luciferase reporter growth, 96 h | Potency, µM (doses to about 28.7 µM), for inactives: top-dose activity change, negative = inhibition, hits mostly inhibitors | hit rate 6.9% among 320,000; further: potency means the concentration at half of the fitted maximal effect; on the % scale 0 is the no-effect control and ±100 the full control effect
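Cell-based qHTS: luciferase-tagged P. falciparum in erythrocytes (2% hematocrit, 0.05% parasitemia final) incubated with compounds for 96 hours, 37 C, 5% CO2; luciferase detection reagent then added and luminescence measured.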
LmPK inh – LmPK (Leishmania mexicana) enzyme inhibition; hit rate 0.37% among 290,000; purified LmPK, Kinase-Glo ATP luminescence, 1 h; Potency, µM (top dose mostly 57.5 µM), for the others: at the highest dose activity change, negative = inhibition, actives largely listed as inhibitors; Q27686; further: potency means the concentration at half of the fitted maximal effect; on the % scale 0 is the no-effect control and ±100 the full control effect
Target sequence (Q27686 whole entry, looked up): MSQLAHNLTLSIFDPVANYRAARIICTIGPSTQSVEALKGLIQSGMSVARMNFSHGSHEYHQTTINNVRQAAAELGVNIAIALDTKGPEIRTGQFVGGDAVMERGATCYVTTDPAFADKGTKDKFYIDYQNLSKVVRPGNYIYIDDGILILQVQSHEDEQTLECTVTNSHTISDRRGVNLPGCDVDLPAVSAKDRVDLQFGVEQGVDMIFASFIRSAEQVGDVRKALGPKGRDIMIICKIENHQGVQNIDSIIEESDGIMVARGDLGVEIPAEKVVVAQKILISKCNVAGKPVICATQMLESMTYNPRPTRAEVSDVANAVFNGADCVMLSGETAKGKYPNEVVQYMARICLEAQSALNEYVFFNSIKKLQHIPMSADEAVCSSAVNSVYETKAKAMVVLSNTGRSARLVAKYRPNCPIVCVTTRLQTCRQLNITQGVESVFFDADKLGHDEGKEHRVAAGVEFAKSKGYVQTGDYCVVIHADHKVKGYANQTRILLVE
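Screened at intermediate enzyme activity to detect both inhibitors and activators: LmPK at 0.1 nM, with a 0.5 nM enzyme column as activation reference. PEP 0.5 mM, ADP 0.1 mM; ATP detected by luminescence after 1 h.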
* marks the source's active call; other numbers are inactive results; ? = inconclusive; / = no result given; [ ] = remark or other dose. Unless noted, the call rests on the fitted dose curve; in most records, active means well fitted curve in the direction sought with a large enough effect; inconclusive means small, poorly fitted or top-dose-only effect, or another doubt; inactive means no such curve, though single readings can be large; an effect the other way counts as inactive or inconclusive.

SMILES	Pf growth 48h	Shiga toxin inh	Tb PYK inh	HCV inh	CHX counter	Pf growth 96h	LmPK inh
O=C(COC(=O)CC12CC3CC(CC(C3)C1)C2)Nc1cccnc1Cl	-1%	11	-3%	19%	25*	29%	-1%
Clc1ccc(C2=C3CCCCn4c(-c5ccccc5)c[n+](c43)C2)cc1	10µM*	-5	-3%	-18%	-2	?	4%
CCOP(=O)(OCC)c1nc(-c2cccc([N+](=O)[O-])c2)oc1N1CCCCC1	23%	-21	7%	-14%	11	?	6%
COc1ccc(OC)c(S(=O)(=O)NC(C)CCc2ccccc2)c1 (stereo unspecified)	1%	-22	0%	-3%	0	-18%	1%
CCOc1ccc(S(=O)(=O)NCc2ccc(Cl)cc2)c2cccnc12	?	-11	-6%	21%	-5	-8%	-4%
CCCCC(=O)Nc1ccccc1N1CCN(c2ccccc2)CC1	-28%	29	6%	10%	-2	15%	-7%
Cc1nn(C)cc1/C=N/O	3%	-11	-29%	16%	-1	/	-2%
Cc1nn(C)cc1/C=N/NC(=O)c1ccc2c(c1)OCO2	32%[activator]	26	-8%	-5%	16*	49%[activator]	-12%
NC(=O)c1ncc(C(F)(F)F)cc1Oc1ccc(C(F)(F)F)cc1	15%	-17	2%	18%	-6	/	1%
CN1CCCCc2c1nc1ccccc1c2N (tested in a mixture with another compound)	1%	60	-3%	-5%	1	/	2%
CCOc1cc(CN2CCN(c3cccc(C(F)(F)F)c3)CC2)ccc1OC	/	-14	8%	-25%	-1	?	8%
Cc1cc(C)c(OCCCCn2cnc3ccccc3c2=O)c(C)c1	0%	-8	10%	?	-2	0%	0%
COc1ccc(/C=C/C(=O)O)cc1S(=O)(=O)Nc1ccc2c(c1)OCO2	4%	-8	1%	14%	-3	-1%	2%
Cc1ccc(-c2nc3ccccc3c(=O)n2CCN2CCOCC2)cc1	?	11	-4%	13%	1	11%	-1%
Cc1cc(=O)[nH]c(N/N=C/c2c(O)n(-c3ccccc3)c(=O)c3ccccc23)n1	-25%	15	6%	15%	6	-21%	-4%
CCCNCc1cc(OC)c(OCCC)cc1Cl	-21%	-8	-6%	?	4	?	2%
CCOC(=O)c1c(-c2ccc(C)cc2)csc1NC1=NS(=O)(=O)c2ccccc21	17%	-11	-4%	0%	-3	-27%	3%
O=C(NC1CCCC1)c1cccc(Cl)c1	0%	14	-5%	12%	7	16%	-16%
COC(=O)c1cc(S(=O)(=O)NCc2ccc(Br)cc2)c[nH]1	9%	-15	4%	9%	-1	-1%	1%
Cc1ccc(S(=O)(=O)Nc2cc(C(C(=O)OC(C)C)C(=O)C(F)(F)F)c(O)c3ccccc23)c(C)c1 (stereo unspecified)	13µM*	-10	-11%	?	-2	5.2µM*	0%
CC(=O)N1CC(C)Oc2ccc(S(=O)(=O)Nc3ccc(Cl)cn3)cc21 (stereo unspecified)	-9%	14	-2%	?	8	?	-1%
O=C(COC(=O)c1ccccc1Nc1ccccc1)NCc1ccccc1	?	-4	1%	5%	-1	?	3%
Cc1cc(NC(=O)c2c(Cl)cccc2Cl)no1	12%	-3	5%	6%	-2	-21%	6%
C=C(C)CNC(=S)N/N=C/c1ccc([N+](=O)[O-])cc1	12µM*	-4	-2%	-20%	8	15%	7%
CCOC(=O)N(C)OC(=O)Nc1ccc(Cl)c(Cl)c1	7%	15	-11%	9%	6	/	2%

Looked up by compound from the entries so far, three records:
SMILES	Pf growth 48h	Shiga toxin inh	Tb PYK inh	HCV inh	CHX counter	Pf growth 96h	LmPK inh
CCOC(=O)c1c(-c2ccc(C)cc2)csc1NC1=NS(=O)(=O)c2ccccc21	17%	-11	-4%	0%	-3	-27%	3%
Cc1nn(C)cc1/C=N/O	3%	-11	-29%	16%	-1	/	-2%
Cc1cc(=O)[nH]c(N/N=C/c2c(O)n(-c3ccccc3)c(=O)c3ccccc23)n1	-25%	15	6%	15%	6	-21%	-4%

Following part:
SMILES	Pf growth 48h	Shiga toxin inh	Tb PYK inh	HCV inh	CHX counter	Pf growth 96h	LmPK inh
COc1cccc(CNc2ccc([N+](=O)[O-])cc2Cl)c1O	-8%	44	5%	-17%	39*	-17%	1%[11.5 µM]
Nc1nc2n(n1)C(c1cccc(Br)c1)CC(c1ccc(F)cc1)N2 (stereo unspecified)	?	5	1%	20%	-2	7%	4%
CO/N=C/c1ccc(N2CCN(C(=O)c3ccc(F)cc3)CC2)c([N+](=O)[O-])c1	?	-14	2%	14µM*	0	?	4%
COc1ccccc1S(=O)(=O)Cc1ccc(C(=O)NCC2CCCO2)o1 (stereo unspecified)	2%	-1	-9%	1%	-3	?	-2%
CN(C)S(=O)(=O)c1ccc2c(c1)nc(CCC(=O)Nc1ccc3c(c1)OCO3)n2C	?	48*	2%	-26%	9.6*	?	1%
COc1ccc2c(c1)C(=C(C#N)C#N)C(=O)N2CCc1ccccc1	?	6	-15%	4%	14*	?	-5%
CCC(C)(C)NC(=O)CN(Cc1cccs1)C(=O)CNS(=O)(=O)c1ccc(F)cc1	-7%	-9	3%	8%	1	31%[activator]	7%
CCOc1ccc(C(=O)c2cc([N+](=O)[O-])ccc2N2CCOCC2)cc1	-30%	-12	-3%	-22%	-4	62%[activator]	-4%
C=CCn1c(-c2ccc3ncccc3c2)n[nH]c1=S	11%	25	?	12%	-2	12%	?
COc1ccc(C(=O)NCCc2ccc(F)cc2)cc1OC	23%	25	-1%	-5%	27*	15%[5.75 µM]	-1%
O=C(O)CC1CCS(=O)(=O)C1 (stereo unspecified)	19%	-24	-2%	20%	-4	/	3%
COc1ccc(C(=O)Nc2cccc(-c3csc(C)n3)c2)cc1S(=O)(=O)N1CCCC1	12µM*	/	0%	?	/	13µM*	/
Cc1noc(C)c1C(=O)N1CC(C)OC(C)C1 (stereo unspecified)	/	-5	4%	14%	-3	19%	-3%
O=C(NCc1ccc2c(c1)OCO2)c1ccc2c(c1)N(Cc1cccc(Cl)c1)C(=O)c1ccccc1S2	/	13	-5%	/	2	/	/
COc1ccccc1CN(Cc1nc2ccccc2c(=O)[nH]1)C(=O)Nc1cccc(C)c1	/	44*	1%	-27%	19*	9.3µM*	8%
O=C(NCc1ccc(Cl)cc1)c1ccccc1CCc1ccccc1	0%	-17	2%	-19%	-1	?	3%
COc1cc(NC(=O)CNC(c2ccccc2)c2ccccc2)cc(OC)c1OC	?	-11	-8%	-29%	-2	?	-1%
CNC(=O)NC(=O)C(C)OC(=O)CCCc1nc2ccccc2s1 (stereo unspecified)	6%	2	4%	19%	0	17%	2%
C/C(Cc1ccccc1)=N\NC(=O)CNC(=O)c1ccc(F)cc1	29%	-3	2%	-2%	18	16%	3%
COc1ccc(-c2nnnn2C(C)C)cc1S(=O)(=O)Nc1ccccc1	0%	-10	-4%	-5%	-1	0%	1%
Cc1cc2nc3n(c2cc1C)CC1CC(C(=O)NCc2cccc(C(F)(F)F)c2)N(C)C31 (stereo unspecified)	?	-3	6%	?	-4	?	7%
Cc1ccc(N2CC(C(=O)NNC(=O)c3ccc(F)cc3)CC2=O)cc1 (stereo unspecified)	-22%	/	-6%	0%	/	?	/
N=C(N)SCc1nc2ccccc2c(=O)n1-c1ccccc1Cl	21%	81*	-2%	-24%	50*	?	-2%
O=C(NCCCO)C(=O)NCc1ccccn1	9%	3	-1%	5%	2	22%	5%
O=C(NCCc1ccc(C(F)(F)F)cc1)C1COc2ccccc2O1 (stereo unspecified)	-6%	112*	-1%	-7%	42*	10%	-3%

6 of the compounds above, as comma-separated lines.
SMILES,Pf growth 48h,Shiga toxin inh,Tb PYK inh,HCV inh,CHX counter,Pf growth 96h,LmPK inh
COc1cc(NC(=O)CNC(c2ccccc2)c2ccccc2)cc(OC)c1OC,?,-11,-8%,-29%,-2,?,-1%
COc1cccc(CNc2ccc([N+](=O)[O-])cc2Cl)c1O,-8%,44,5%,-17%,39*,-17%,1%[11.5 µM]
Cc1cc(C)c(OCCCCn2cnc3ccccc3c2=O)c(C)c1,0%,-8,10%,?,-2,0%,0%
CC(=O)N1CC(C)Oc2ccc(S(=O)(=O)Nc3ccc(Cl)cn3)cc21 (stereo unspecified),-9%,14,-2%,?,8,?,-1%
Cc1cc(=O)[nH]c(N/N=C/c2c(O)n(-c3ccccc3)c(=O)c3ccccc23)n1,-25%,15,6%,15%,6,-21%,-4%
CN(C)S(=O)(=O)c1ccc2c(c1)nc(CCC(=O)Nc1ccc3c(c1)OCO3)n2C,?,48*,2%,-26%,9.6*,?,1%

Continuation:
SMILES	Pf growth 48h	Shiga toxin inh	Tb PYK inh	HCV inh	CHX counter	Pf growth 96h	LmPK inh
Clc1ccc(C2=CSC3=Nc4cccc5cccc(c45)N23)cc1	1.9µM*	5	-17%	5µM*	11*	3.7µM*	-1%
CN(C)c1ccc(CNC23CN4CN(CN(C4)C2)C3)cc1	10%	16	-6%	2%	-3	/	7%
O=C(CSc1nc2ncccc2[nH]1)c1ccc2c(c1)OCO2	28%	43*	0%	-5%	39*	99%[activator]	-3%
O=C(NCc1nnc(SCC(=O)N2CCCC2)o1)c1cccc(C(F)(F)F)c1	31%[activator]	-18	-8%	14%	18	14%	-3%
Nc1nnc(CC(=O)N/N=C\c2cc([N+](=O)[O-])ccc2O)s1	12%	-14	0%	10%	-10	10µM*	-4%
COC(=O)c1ccccc1NC(=S)NC(=O)COc1ccccc1	17%	24	-1%	7%	13	?	3%
O=C(Nc1cccc(S(=O)(=O)Nc2ccc(Cl)cc2)c1)c1ccc2c(c1)OCCO2	7%	11	-7%	?	12*	25%	2%
Cc1cc(Cl)ccc1NC(=S)N1CCC(C(N)=O)(N2CCCCC2)CC1	15%	-10	8%	-4%	-2	?	0%
Cc1cc(=O)c2n(Cc3ccc(Cl)cc3)nc[n+]2[nH]1	-7%	-5	-2%	-32%	-4	-74%	0%
COc1ccc(OC)c(N(CC(=O)NCCSc2ccccc2)S(C)(=O)=O)c1	?	-7	1%	11%	-8	1%	8%
COc1ccccc1-c1nn(-c2ccccc2)cc1C(=O)NCC(c1ccco1)N1CCCC1 (stereo unspecified)	?	/	2%	3%	/	15µM*	/
CC(C)(C)N1CSC(=S)N(Cc2ccccc2)C1	-20%	16	0%	25%	13	?	-8%
Cc1ccc(S(=O)(=O)N/N=C2/CC(c3ccccc3)Oc3ccccc32)cc1 (stereo unspecified)	0%	7	0%	-23%	0	21%	2%
CC(C(=O)N/N=C/c1ccc(N(C)C)c(Br)c1)N(c1ccccc1)S(C)(=O)=O (stereo unspecified)	-11%	-6	3%	5%	-1	4%	1%
Cc1ccc(C)c(N2C(=O)CC(N3CCN(Cc4ccc5c(c4)OCO5)CC3)C2=O)c1 (stereo unspecified)	?	-7	2%	-2%	0	21%	6%
O=[N+]([O-])c1ccc(Sc2ncc3ccccn23)nc1	?	17	-2%	-3%	-3	9.3µM*	6%
CCOc1ccc(-n2c(SCC(=O)c3c(N)n(C)c(=O)n(C)c3=O)nnc2-c2cccnc2)cc1	?	-9	-13%	1%	-5	?	0%
CN(C)c1c(-c2ccccc2)cc(-c2ccccc2)[nH]c1=O	30%[activator]	34	/	/	12	39%[activator]	2%
Nc1cccc2cnccc12	5%	-14	7%	-14%	-2	76%[activator]	-1%
O=C(CCCN1C(=O)c2ccccc2C1=O)Nc1nc2ccccc2[nH]1	-2%	-2	1%	9%	-3	0%	0%
O=c1cc(O)c(-c2ccccc2Cl)c(Cl)[nH]1	/	-5	2%	16%	-2	?	-1%
Cc1cc(C(=O)Nc2cccc3ccccc23)co1	26%	28	5%	1%	14*	?	-10%
